# ROMK primary – ROMK potassium channel modulators, primary screen, cell-based, thallium flux, MLSMR library. ATP-sensitive inward rectifier potassium channel 1 (Homo sapiens), P48048. Tet-inducible ROMK, thallium flux fluorescence; actives lie on both sides. B-score at 10 µM. 130,000 compounds, 2% hits. AID 1918, 2009;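 active = signal ratio slope over the read window, or its plate-corrected B-score, at least 3 SD from the plate mean, either direction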;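 also: B-score of the F/F0 ratio slope over 7 to 12 s after thallium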
# Diaph inh CS – diaphorase inhibitors and chemical oxidizers, primary screen, counter-screen for diaphorase-coupled primary assays, biochemical, uHTS, resorufin fluorescence | diaphorase resazurin-to-resorufin fluorescence, NADH, 16 min; bacterial (C. kluyveri) enzyme, not human | inhibition, % at 20 µM | 190,000 compounds, 0.69% hits | AID 1217, 2008;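 active = primary screen inhibition at 20 µM above a set limit, cut at about 50% in these data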;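 also: plate controls were DMSO with full reaction for no effect and wells lacking NADH for full effect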
#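 material = Clostridium kluyveri diaphorase enzyme | amount = 0.14 U/mL diaphorase, enzyme working solution | schedule = incubation 16 min, room temperature | detection = fluorescence of resorufin formed from resazurin, Ex 544/Em 590 nm | benchmarks = positive control minus NADH, DMSO neutral control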
# PMI act – activators of human PMI, primary screen, biochemical, fluorescence intensity, near-Km mannose 6-phosphate. activation factor at 20 µM. purified human PMI, coupled resazurin fluorescence, 20 min; stronger effect = higher value; 1 = vehicle control, 0 substrate-free wells. 190,000 compounds, 0.005% hits. Mannose-6-phosphate isomerase (Homo sapiens), P34949;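 active = activation factor of 2 or more at 20 µM, relative to plate controls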
# Target sequence (P34949 whole entry, looked up): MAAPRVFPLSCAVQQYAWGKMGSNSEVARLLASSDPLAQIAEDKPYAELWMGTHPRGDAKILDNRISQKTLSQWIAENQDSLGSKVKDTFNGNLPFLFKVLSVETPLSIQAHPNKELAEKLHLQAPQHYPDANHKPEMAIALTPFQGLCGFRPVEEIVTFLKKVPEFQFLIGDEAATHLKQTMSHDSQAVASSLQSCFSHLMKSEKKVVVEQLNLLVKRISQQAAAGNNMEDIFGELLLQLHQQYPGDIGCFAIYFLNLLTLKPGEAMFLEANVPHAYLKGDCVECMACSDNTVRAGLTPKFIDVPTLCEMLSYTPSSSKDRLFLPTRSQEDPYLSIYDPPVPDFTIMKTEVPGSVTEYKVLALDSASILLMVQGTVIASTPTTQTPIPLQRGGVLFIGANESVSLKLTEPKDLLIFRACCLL
# PPARg SRC-1 ag – PPARgamma agonists recruiting SRC-1 coactivator, primary screen, biochemical; Peroxisome proliferator-activated receptor gamma (Homo sapiens), P37231; PPARgamma-SRC-1 coactivator recruitment biochemical assay; activation, % at 8 µM; 200,000 compounds, 0.41% hits; AID 631, 2007; in the data active = activation above about 19%;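 also: 0% = DMSO and 100% = reference agonist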
# G6PDH counter – L. mesenteroides G6PDH inhibitors, counter-screen for G6PDH-coupled screening assays, biochemical, Leuconostoc mesenteroides enzyme | inhibition, % at 5 µM | Purified L. mesenteroides G6PDH, diaphorase/resazurin coupled fluorescence, 45 min | 200,000 compounds, 0.12% hits; in the data active = inhibition above about 50%
# PMI act satM6P – human PMI activators, high substrate, primary screen, biochemical, fluorescence intensity, near-saturating mannose 6-phosphate; Mannose-6-phosphate isomerase (Homo sapiens), P34949; coupled PMI enzyme assay, resazurin fluorescence, 20 min; stronger effect = higher value; 1 = untreated enzyme, 0 = substrate-free blank; activation factor at 20 µM; 190,000 compounds, 0.34% hits; AID 1216, 2008;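 active = activation factor of 2 or more at 20 µM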
#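 test system = human PMI in coupled enzyme assay | medium = HEPES-buffered pH 7.4 with magnesium and detergent | also added = 1.0 mM mannose-6-phosphate substrate with 0.22 mM NADP+ | compound = 20 µM single dose | times = 20 min incubation at room temperature | measured by = resorufin fluorescence (Ex 544/Em 590 nm) from resazurin via diaphorase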
# PPARg SRC3 recr – PPARgamma agonists recruiting SRC-3 coactivator, primary screen, biochemical; 200,000 compounds, 0.26% hits; Peroxisome proliferator-activated receptor gamma (Homo sapiens), P37231; biochemical PPARgamma/SRC-3 coactivator recruitment assay; activation, % at 8 µM; in the data active = activation above about 23%;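 also: 0% = DMSO and 100% = reference agonist; some compounds past the cut are filed as inactive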
# Diaph act CS – compounds boosting diaphorase resazurin reduction – biochemical, uHTS, resorufin fluorescence, counter-screen for diaphorase-coupled primary assays, primary screen. activation factor at 20 µM. Diaphorase/resazurin coupled assay, 16 min; stronger effect = higher value; 1 = vehicle wells, 0 = NADH-free wells. 190,000 compounds, 0.005% hits;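 active = diaphorase activity raised at least twofold by the compound at 20 µM; inactive = activation factor below 2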
#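 Assay system: Purified diaphorase enzyme from Clostridium kluyveri | Amount: Enzyme 0.07 U/mL final | Dosing: Compound 20 µM once, DMSO 1% | Timing: 16 min reaction at room temperature | Detection: Fluorescence, excitation 544 nm and emission 590 nm | Evaluation: Higher resorufin formation from activation or reduction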
# SRC2 TRFRET art – TR-FRET signal artefacts, primary screen, artefact control for PPARgamma SRC-2 agonist project, biochemical | TR-FRET ratio at 8 µM | 200,000 compounds, 0.4% hits | TR-FRET artefact counter-screen; stronger effect = higher value | AID 1049, 2008; in the data active = TR-FRET ratio above about 2000; also: inactives centre near 1500
# PPARg SRC-2 ag – agonists of PPARg-SRC-2 recruitment, primary screen, biochemical, HTS. 200,000 compounds, 0.34% hits. AID 1032, 2008. PPARgamma LBD-SRC-2 recruitment. activation, % at 8 µM; in the data active = activation above about 22%;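 also: 0% = vehicle and 100% = reference agonist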
# S1P3 antag – S1P3 receptor antagonists, primary screen, cell-based | CHO S1P3 NFAT-BLA reporter, FRET fluorescence, antagonist mode | inhibition, % at 4.98 µM | 170,000 compounds, 0.27% hits | AID 485, 2006;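 active = inhibition above the plate cutoff, the mean inhibition of test wells on that plate plus 3 SD, cut at about 28% in these data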;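 also: cells challenged with S1P at its EC80 of 0.8 µM; blue over green emission ratio from cleaved BLA substrate after 4 h stimulation; 0% = S1P-stimulated wells and 100% = unstimulated DMSO-only wells; some compounds past the cut are filed as inactive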
# Target sequence (Q99500 whole entry, looked up): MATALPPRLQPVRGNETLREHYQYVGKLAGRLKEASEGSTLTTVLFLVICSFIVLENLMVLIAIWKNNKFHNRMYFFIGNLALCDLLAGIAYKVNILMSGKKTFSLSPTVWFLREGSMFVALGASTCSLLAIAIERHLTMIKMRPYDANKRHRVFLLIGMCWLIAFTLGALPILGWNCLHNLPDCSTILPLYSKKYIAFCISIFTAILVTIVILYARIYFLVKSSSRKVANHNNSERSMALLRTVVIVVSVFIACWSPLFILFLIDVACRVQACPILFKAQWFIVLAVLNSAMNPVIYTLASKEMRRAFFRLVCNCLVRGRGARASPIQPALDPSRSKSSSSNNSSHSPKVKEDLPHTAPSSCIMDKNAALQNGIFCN
# * hit, by the source's call; nt = no result given.
# Every second line gives: ROMK primary	S1P3 antag	PPARg SRC3 recr	PPARg SRC-1 ag	PMI act satM6P	Diaph act CS	Diaph inh CS	PMI act	SRC2 TRFRET art	G6PDH counter	PPARg SRC-2 ag
1: CC(C)(C)C(=O)Nc1ccc(Oc2ccc3c(c2)C(=O)N(c2ccc(O)cc2)C3=O)cc1
→ -0.37	nt	-4	-2	0.9	0.8	21	0.8	1335	1	4
2: N=c1n(CCN2CCCCC2)c2ccccc2n1CC(O)c1ccc(Cl)c(Cl)c1 (centres undefined)
→ -4.5*	nt	3	-2	1.2	1.2	-20	1.2	1497	0	13
3: COc1ccc(C2SCC(C(=O)NCc3ccc(F)cc3)N2C(C)=O)cc1 (centres undefined)
→ nt	nt	3	-4	1.1	1	3	1	1705	16	7
4: CC(C)(CNC(=O)COc1ccccc1Cc1ccccc1)N1CCOCC1
→ -0.12	-16	2	5	1	1	4	1	1543	10	7
5: O=C(CSc1ccccn1)Nc1ccc(Br)cn1
→ -1	5	-12	7	1	0.9	9	0.9	1599	-6	7
6: COC(=O)[C@H](C)NC(=O)NC(C)CCc1ccccc1 (some centres undefined)
→ nt	nt	4	2	1	0.9	6	1	1602	6	1
7: COc1ccc(C(=O)CC2OC(=O)c3ccccc32)cc1OC (centres undefined)
→ -1.3	nt	-15	1	1	1	-2	1.1	1429	0	-6
8: Cc1cc(N)n2nc(-c3ccccc3)cc2n1
→ 0.62	4	-4	5	1	1.1	-6	1	1489	-1	-8
9: CCOC(=O)C(Cc1ccccc1)C(=O)Nc1cccc(C)c1 (centres undefined)
→ -0.68	-12	2	0	1	0.9	11	0.9	1686	6	-1
10: COC(=O)Nc1ccc(S(=O)(=O)NCCCCCC(=O)O)cc1
→ 1.2	3	1	7	1	0.9	13	0.9	1715	9	14
11: Cc1ccc(-n2nc(C)c3c2OC(N)=C(C#N)C3c2ccc(F)cc2)cc1 (centres undefined)
→ -0.42	-10	-2	0	0.9	0.9	9	0.9	1424	2	2
12: Cc1ccc(S(=O)(=O)N(CC(=O)Nc2ccccc2-c2ccccc2)c2ccc(C)cc2C)cc1
→ 0.47	-6	0	-5	1	0.9	12	0.9	1449	-3	10
13: CC1OC2C(OC1C)N(S(C)(=O)=O)CCN2S(C)(=O)=O (centres undefined)
→ nt	2	1	2	1	1	-3	1	1528	8	-2
14: CC1=C(C(=O)OCC2CCCO2)C(c2ccccc2)C2=C(CCCC2=O)N1 (centres undefined)
→ -1	-7	1	-4	1	0.9	8	1	1722	9	4
15: Cc1ccc(-n2c(-c3cccs3)nc3nc4ccccc4nc32)cc1
→ nt	-8	-2	-1	1	0.9	12	0.9	1268	-23	0
16: O=C(Nc1nc(-c2ccco2)cs1)c1ccccc1
→ nt	-12	4	3	0.7	0.7	28	0.8	1435	3	9
17: CC(=O)Nc1ccccc1OCC(=O)c1cc(C)n(Cc2cccs2)c1C
→ nt	40	3	15	0.8	0.8	20	0.8	1605	-4	5
18: O=C(O)C1=C[C@H](c2coc3ccccc3c2=O)C[C@H](OCc2ccc(CO)cc2)O1
→ nt	-8	4	3	1	0.9	11	1.1	1531	12	-4
19: Cc1cc(C)c(OCC(=O)Nc2nc3ccccc3[nH]2)c(C)c1
→ 0.36	0	-2	-4	1	0.9	11	1	1661	-4	3
20: NS(=O)(=O)c1ccc(CCNC(=O)CSCc2ccccc2)cc1
→ 1.3	0	0	7	1.1	0.9	12	1	1721	12	0
21: Cn1c(SCC(=O)Nc2ccc3nc(SCC(=O)NC4CC4)sc3c2)nnc1-c1ccccc1
→ -0.078	-9	3	3	1	0.9	8	1	1492	-48	0
22: Cc1cccc(OCC(=O)Nc2ccc3c4c(cccc24)CC3)c1C
→ 0.79	5	0	-1	0.9	0.9	14	0.9	1467	-14	5
23: CC1=NN(c2ccc(C(=O)O)c(N)c2)C(=O)C1
→ 0.65	-12	-1	-4	1.5	0.9	14	1.5	1708	10	6
24: O=C(CSc1ccc2ccccc2n1)Nc1ccc(N2CCOCC2)cc1
→ -0.58	7	1	6	0.9	1	2	1	1657	2	4

# Among those listed so far, these have nitrogen in an aromatic ring.
# Every second line gives: ROMK primary	S1P3 antag	PPARg SRC3 recr	PPARg SRC-1 ag	PMI act satM6P	Diaph act CS	Diaph inh CS	PMI act	SRC2 TRFRET art	G6PDH counter	PPARg SRC-2 ag
2: N=c1n(CCN2CCCCC2)c2ccccc2n1CC(O)c1ccc(Cl)c(Cl)c1 (centres undefined)
→ -4.5*	nt	3	-2	1.2	1.2	-20	1.2	1497	0	13
5: O=C(CSc1ccccn1)Nc1ccc(Br)cn1
→ -1	5	-12	7	1	0.9	9	0.9	1599	-6	7
8: Cc1cc(N)n2nc(-c3ccccc3)cc2n1
→ 0.62	4	-4	5	1	1.1	-6	1	1489	-1	-8
11: Cc1ccc(-n2nc(C)c3c2OC(N)=C(C#N)C3c2ccc(F)cc2)cc1 (centres undefined)
→ -0.42	-10	-2	0	0.9	0.9	9	0.9	1424	2	2
15: Cc1ccc(-n2c(-c3cccs3)nc3nc4ccccc4nc32)cc1
→ nt	-8	-2	-1	1	0.9	12	0.9	1268	-23	0
16: O=C(Nc1nc(-c2ccco2)cs1)c1ccccc1
→ nt	-12	4	3	0.7	0.7	28	0.8	1435	3	9
17: CC(=O)Nc1ccccc1OCC(=O)c1cc(C)n(Cc2cccs2)c1C
→ nt	40	3	15	0.8	0.8	20	0.8	1605	-4	5
19: Cc1cc(C)c(OCC(=O)Nc2nc3ccccc3[nH]2)c(C)c1
→ 0.36	0	-2	-4	1	0.9	11	1	1661	-4	3
21: Cn1c(SCC(=O)Nc2ccc3nc(SCC(=O)NC4CC4)sc3c2)nnc1-c1ccccc1
→ -0.078	-9	3	3	1	0.9	8	1	1492	-48	0
24: O=C(CSc1ccc2ccccc2n1)Nc1ccc(N2CCOCC2)cc1
→ -0.58	7	1	6	0.9	1	2	1	1657	2	4

# Reprinted, entries 21–22
# Every second line gives: ROMK primary	S1P3 antag	PPARg SRC3 recr	PPARg SRC-1 ag	PMI act satM6P	Diaph act CS	Diaph inh CS	PMI act	SRC2 TRFRET art	G6PDH counter	PPARg SRC-2 ag
21: Cn1c(SCC(=O)Nc2ccc3nc(SCC(=O)NC4CC4)sc3c2)nnc1-c1ccccc1
→ -0.078	-9	3	3	1	0.9	8	1	1492	-48	0
22: Cc1cccc(OCC(=O)Nc2ccc3c4c(cccc24)CC3)c1C
→ 0.79	5	0	-1	0.9	0.9	14	0.9	1467	-14	5

# Source: PubChem BioAssay
